Pf apPOL inh – Pf-apPOL inhibitors, biochemical, fluorescence | Plasmodium falciparum apicoplast DNA polymerase (apPOL) | Recombinant Pf-apPOL, molecular beacon fluorescence, 1.5 h | inhibition, % at 10 µM | 210,000 compounds, 0.25% hits | AID 1794808, 2022
mHTT-CaM PPI inh – mutant huntingtin-calmodulin interaction inhibitors – biochemical, AlphaScreen, primary screen; inhibition, % at 15 µM; 190,000 compounds, 3.6% hits; P42858; AlphaScreen His-mHTT/GST-CaM binding, luminescence;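 note: 0% = both proteins with DMSO and 100% = one protein alone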
* hit, by the source's call; . = not tested or not shown; & = joins results of further samples. Cut-off read from the data, not from the text of the source: active = inhibition above about 50%; inactive = the rest. Compounds as they come; overall some 3.5% were active at least once.

Under each structure: mHTT-CaM PPI inh | Pf apPOL inh
(1) COc1ccccc1CC(=O)NCc1ccc(F)cc1
 : -2 | -6
(2) O=c1c(CN2CCCCCC2)coc2ccc(Cl)cc12
 : -2 | -6
(3) Cc1ccc2nc(C)c(NC(=O)CSCc3ccccc3)c(=O)n2c1
 : -6 | 1
(4) COc1ccc(C)cc1NC(=O)C(=O)NCCCN1CCCC1=O
 : -7 | -8
(5) Cc1ccc(C2C3=C(CC(c4ccc(Cl)cc4)CC3=O)Nc3ncnn32)cc1 (stereo unspecified)
 : 33 | -2
(6) COCCn1c(C2CCN(C(=O)Nc3cc(Cl)ccc3C)C2)nc2cccnc21 (stereo unspecified)
 : 9 | -1
(7) O=C1C(=O)N(CCCO)C(c2ccccc2F)C1=C(O)c1ccccc1 (stereo unspecified)
 : 2 | 6
(8) O=[N+]([O-])c1ccc(C=Nc2ccc(Cl)cc2)c([N+](=O)[O-])c1
 : 32 | -1
(9) O=C1/C(=C/c2ccc(-c3ccc(S(=O)(=O)Nc4nccs4)cc3)o2)Sc2ccccc21
 : -195 | 7
(10) COC(=O)c1cc(OCc2ccccc2F)c2ccccc2n1
 : 7 | 2
(11) Cc1cccc(OCCOCCN2CCCCCC2)c1
 : 8 | -3
(12) CC1CCN(C(C)CNC(=O)Nc2ccc(F)cc2)CC1 (stereo unspecified)
 : -17 | -5
(13) COc1cccc(OCCCCOc2cc(C=O)ccc2OC)c1
 : -91 | -3
(14) Fc1cccc(-c2noc(-c3ccc(N4CCC(N5CCCCC5)CC4)nc3)n2)c1
 : 4 | -8
(15) S=C(Nc1ccccc1)Nc1nccs1
 : . | -12&-16
(16) Cc1ccn2cc(C(=O)N3CCN(c4ccccc4)CC3)nc2c1
 : -5 | -2
(17) CCOc1cc(-c2ccc(OC)c(OC)c2)cc(=[O+]CC)c2c(C)oc(C)c12
 : 18 | 0
(18) O=c1c(O)c(-c2ccc(O)cc2O)oc2ccc(O)cc12
 : 35 | .
(19) Cc1c(Cl)cc(F)cc1S(N)(=O)=O
 : . | 10
(20) NC(=Nc1nc2ccccc2o1)NC(=O)c1ccco1
 : 1 | 1
(21) C=CCN1C(=O)C(O)=C(C(C)=O)C1c1ccc(Br)cc1 (stereo unspecified)
 : 0 | -3
(22) CCC(=O)NC(C)C(=O)N1CCN(c2ccccn2)CC1 (stereo unspecified)
 : -3 | 4
(23) Cc1nn(-c2ccc(C(=O)NC3CC3)cc2)c2c1C(=O)CC(C)(C)C2
 : 1 | 3
(24) CC1CCN(C(=O)NC2(C(F)(F)F)Oc3ccccc3O2)CC1
 : 5 | -1
(25) Cc1nn2c(CNC(=O)c3cccc(Br)c3)c(C)nc2s1
 : 24 | -2
(26) O=C(Cn1ccc2ccc(N3CCCCC3)nc21)NC1CCCCCC1
 : -2 | 3
(27) O=C(Nc1nc(NC(=O)c2ccccc2)n(-c2ccccc2)n1)c1ccccc1
 : 89* | -3
(28) CCOc1ccccc1C(=O)N1CC(=O)Nc2ccc(Br)cc2C1c1ccccc1 (stereo unspecified)
 : 0 | -6
(29) Nc1ccc(Cc2ccc(N)c(O)c2)cc1O
 : 87* | 60*
(30) O=S1(=O)CC2c3ccc(F)cc3CN2CN1CCc1ccccc1 (stereo unspecified)
 : 0 | -8
(31) COc1ccc(NC(=O)CSc2n[nH]c(C)c2[N+](=O)[O-])cc1OC
 : 6 | -1
(32) CCc1[nH]nc(-c2ccccc2)c1NC(=O)C(C)(C)C
 : -7 | 11
(33) O=C(NC1CC1)C1CCN(c2cnc(N3CCCCCC3)nc2)CC1
 : -4 | -4
(34) O=C1OC(c2ccc(Br)o2)=N/C1=C/c1ccc(Br)cc1
 : 3 | 0
(35) CCOc1ccc(-n2ccn3cc(-c4ccc(C)cc4C)nc3c2=O)cc1
 : -4 | 0
(36) O=C(NCCN1CCN(C(=O)C2c3ccccc3Oc3ccccc32)CC1)c1ccsc1
 : 9 | -5
(37) COc1cccc(C2C3=C(Nc4ncnn42)c2ccccc2OC3c2ccc(OC)c(OC)c2)c1 (stereo unspecified)
 : 32 | -5
(38) c1ccc(CN2CCN(c3ccccn3)CC2)nc1
 : -4 | 2
(39) Fc1ccc(CN2COc3cc4c(cc3C2)OCO4)cc1
 : 14 | -10
(40) CCN1CCn2cc(S(=O)(=O)N3CCN(c4ccccc4Cl)CC3)cc2C1=O
 : 37 | 0
(41) COc1ccc(Cl)cc1N(CC(=O)NCc1ccco1)S(C)(=O)=O
 : 1 | -8
(42) CCOC(=O)C1=C(C)NC(=O)NC1c1cc(C)sc1C (stereo unspecified)
 : -6 | .
(43) COc1ccc(NC(=O)C2CCCN(c3nnc4c(Cl)cccn34)C2)cc1F (stereo unspecified)
 : 6 | 0
(44) O=C1CSC(c2cccc([N+](=O)[O-])c2)N1c1cc(Cl)cc(Cl)c1 (stereo unspecified)
 : 0 | 3
(45) O=C1CC2CS(=O)(=O)CC2N1c1cc(Cl)ccc1Cl (stereo unspecified)
 : -6&1 | -2
(46) O=C(CSc1nnc(-c2ccco2)c(-c2ccco2)n1)Nc1nc2ccccc2s1
 : 47 | -10
(47) CN(Cc1ccccc1)c1nc2c(c(=O)[nH]c(=O)n2C)n1Cc1ccc(F)cc1
 : 18 | -16
(48) CCOc1ccc(N2C(=O)C3C4c5ccccc5C([N+](=O)[O-])(c5ccccc54)C3C2=O)cc1 (stereo unspecified)
 : 15 | -2
(49) O=c1oc2ccccc2c(O)c1C=Nc1ncccn1
 : -1 | -26
(50) CCn1c(C)csc1=Nc1cccc(C(F)(F)F)c1
 : 38 | 8
(51) CSc1ncccc1C(=O)N(Cc1cccs1)Cc1cccn1C
 : 10 | -4
(52) O=C(NCCNC(=O)C1CC2CCC1C2)C1CC2CCC1C2 (stereo unspecified)
 : 1 | -1
(53) CCCCCSc1nnc2c(n1)OC(c1ccco1)N(C(C)=O)c1ccccc1-2 (stereo unspecified)
 : 46 | -7
(54) CCOC(=O)Cc1ccc(NC(=O)N2CCCC2c2cccc(C)c2)cc1 (stereo unspecified)
 : -5 | -2
(55) Cc1cc(NC(=O)CSc2nc3ccsc3c(=O)n2CCc2ccc(Cl)cc2)n[nH]1
 : -5 | -4
(56) O=S(=O)(c1cccc(-c2nnc(-c3ccc(Br)cc3)o2)c1)N1CCCCCC1
 : -5 | -4
(57) Cc1cccc(C(=O)N2CCC(N3CCN(Cc4ccc(F)cc4)C3=O)CC2)c1
 : 12 | -7
(58) CCOc1ccc(NC(=O)Cc2ccc([N+](=O)[O-])cc2)cc1
 : 1 | -2
(59) Cc1ccn2c(NC(=O)C(C)C)c(-c3ccccc3)nc2c1
 : 9 | 16
(60) CC(C)CN(CCNC(=O)CN1N=C(c2ccc(Cl)cc2)CCC1=O)CC(C)C
 : -2 | -14

More entries:
Under each structure: mHTT-CaM PPI inh | Pf apPOL inh
(61) O=C(Nc1ccccc1[N+](=O)[O-])c1cccc(S(=O)(=O)Nc2cccc(F)c2)c1
 : 37 | 10
(62) Cc1ccc(C(=O)Nc2cccnc2)cc1[N+](=O)[O-]
 : 7 | -8
(63) COc1ccccc1C=C1Oc2c(ccc3c2CN(Cc2cc(OC)c(OC)c(OC)c2)CO3)C1=O
 : 55* | -18
(64) COCCNC(=O)CCCN1C(=O)CCn2nc(C)cc21
 : -7 | -3
(65) CNC(=O)c1c2c(nc3ccc(F)cc13)CCCC2
 : -3 | -2
(66) Cc1ccc(C=C2C(=O)OC(C)(C)OC2=O)o1
 : . | 7
(67) COc1ccc(NC(=O)C(c2ccc(C)cc2)N(Cc2ccco2)C(=O)c2cnccn2)cc1 (stereo unspecified)
 : 24 | -5
(68) OC(CNCCNc1ncccc1C(F)(F)F)COc1ccc(F)cc1 (stereo unspecified)
 : . | 6
(69) CCCCN1C(=O)c2ccccc2CC1(C)C(=O)NCc1cccc(OC)c1 (stereo unspecified)
 : -10 | 3
(70) CCC(=O)Nc1ccc(NC(N)=Nc2nc(C)cc(C)n2)cc1
 : -2 | -3
(71) CC(=NO)c1ccc(OC(=O)c2ccc(Br)o2)cc1
 : . | -10
(72) O=C1OC(c2ccc([N+](=O)[O-])cc2Cl)=N/C1=C\c1cccc([N+](=O)[O-])c1
 : 3 | 0
(73) CCC(C)[C@H]1COCCS(=O)(=O)N1Cc1ccccc1F (stereo partly specified)
 : 1 | -7
(74) Cc1ccc2c(c1)C1CS(=O)(=O)N(CCc3ccccc3)CN1C2 (stereo unspecified)
 : 11 | -3
(75) c1coc(CSCc2ccc3nonc3c2)c1
 : . | 1
(76) O=C(Cn1cnc(-c2cccs2)cc1=O)NCc1ccco1
 : -10 | -9
(77) O=C(c1ccco1)N1CCN(c2nc(-c3cccs3)ns2)CC1
 : . | -15&-3
(78) Cc1oc2cc3oc(=O)c4ccccc4c3cc2c1C
 : 1 | -9
(79) Cn1ccc2c(-c3cccc4ccccc34)cc3c(c21)C1CCC3C1 (stereo unspecified)
 : 1 | -2
(80) COc1ccc([C@H]2C[C@H](n3cc(COC(=O)c4ccccc4)nn3)[C@@H](O)CN2C(=O)c2cccs2)cc1
 : 14 | -1
(81) Cc1nccn1-c1cc(N2CCC(C(=O)NCCc3c[nH]c4ccccc34)CC2)ncn1
 : 10 | -15
(82) O=C1CCN(S(=O)(=O)c2ccccc2)CCN1CCOCc1cccc(F)c1
 : 2 | -4
(83) NNC(=O)Nc1ccc(Cc2ccc(NC(=O)NN)cc2)cc1
 : 2 | -12
(84) O=c1/c(=C/c2ccc(Cl)cc2)sc2nnc(-c3ccccc3)n12
 : 3 | 1
(85) Nc1nc(SCc2ccc(F)cc2)ns1
 : -9&-2 | -5
(86) Cc1cccc(CNC(=O)c2c(C)sc3ccn(C)c(=O)c23)c1
 : -13 | -7
(87) COc1ccc2cc3cc(C(=O)NC4CC4)sc3nc2c1
 : 5 | 1
(88) COCCN(CCOC)Cc1c(O)ccc2c1OC(=Cc1ccc(C)cc1)C2=O
 : 14 | -24
(89) COc1ccc(-c2cc(-c3ccccc3)c(C#N)c(S(C)=O)n2)cc1 (stereo unspecified)
 : 20 | -3
(90) O=C1NC2(CCN(Cc3cccc(F)c3)CC2)N=C1c1cccc(Cl)c1
 : 8 | 0
(91) CN(C)C(C)(C)C#CCCCCC#CC(C)(C)N(C)C
 : 3 | -3
(92) COc1cc(C)ccc1OCCOc1ccccc1OC(C)C
 : -37 | -10
(93) O=[N+]([O-])c1ccc(CN2CCSCC2)o1
 : 0 | -5
(94) CN1CCN(C(=O)c2ccccc2NC(=O)Cc2ccccc2)CC1
 : 0 | -5
(95) CC(C)NC(=O)c1cnn2c1NC(c1ccc(Br)cc1)CC2C(F)(F)F (stereo unspecified)
 : 0 | 2

A different layout for 26 compounds above.
cpd	compound	mHTT-CaM PPI inh	Pf apPOL inh
70	CCC(=O)Nc1ccc(NC(N)=Nc2nc(C)cc(C)n2)cc1	-2	-3
71	CC(=NO)c1ccc(OC(=O)c2ccc(Br)o2)cc1	.	-10
72	O=C1OC(c2ccc([N+](=O)[O-])cc2Cl)=N/C1=C\c1cccc([N+](=O)[O-])c1	3	0
73	CCC(C)[C@H]1COCCS(=O)(=O)N1Cc1ccccc1F (stereo partly specified)	1	-7
74	Cc1ccc2c(c1)C1CS(=O)(=O)N(CCc3ccccc3)CN1C2 (stereo unspecified)	11	-3
75	c1coc(CSCc2ccc3nonc3c2)c1	.	1
76	O=C(Cn1cnc(-c2cccs2)cc1=O)NCc1ccco1	-10	-9
77	O=C(c1ccco1)N1CCN(c2nc(-c3cccs3)ns2)CC1	.	-15&-3
78	Cc1oc2cc3oc(=O)c4ccccc4c3cc2c1C	1	-9
79	Cn1ccc2c(-c3cccc4ccccc34)cc3c(c21)C1CCC3C1 (stereo unspecified)	1	-2
80	COc1ccc([C@H]2C[C@H](n3cc(COC(=O)c4ccccc4)nn3)[C@@H](O)CN2C(=O)c2cccs2)cc1	14	-1
81	Cc1nccn1-c1cc(N2CCC(C(=O)NCCc3c[nH]c4ccccc34)CC2)ncn1	10	-15
82	O=C1CCN(S(=O)(=O)c2ccccc2)CCN1CCOCc1cccc(F)c1	2	-4
83	NNC(=O)Nc1ccc(Cc2ccc(NC(=O)NN)cc2)cc1	2	-12
84	O=c1/c(=C/c2ccc(Cl)cc2)sc2nnc(-c3ccccc3)n12	3	1
85	Nc1nc(SCc2ccc(F)cc2)ns1	-9&-2	-5
86	Cc1cccc(CNC(=O)c2c(C)sc3ccn(C)c(=O)c23)c1	-13	-7
87	COc1ccc2cc3cc(C(=O)NC4CC4)sc3nc2c1	5	1
88	COCCN(CCOC)Cc1c(O)ccc2c1OC(=Cc1ccc(C)cc1)C2=O	14	-24
89	COc1ccc(-c2cc(-c3ccccc3)c(C#N)c(S(C)=O)n2)cc1 (stereo unspecified)	20	-3
90	O=C1NC2(CCN(Cc3cccc(F)c3)CC2)N=C1c1cccc(Cl)c1	8	0
91	CN(C)C(C)(C)C#CCCCCC#CC(C)(C)N(C)C	3	-3
92	COc1cc(C)ccc1OCCOc1ccccc1OC(C)C	-37	-10
93	O=[N+]([O-])c1ccc(CN2CCSCC2)o1	0	-5
94	CN1CCN(C(=O)c2ccccc2NC(=O)Cc2ccccc2)CC1	0	-5
95	CC(C)NC(=O)c1cnn2c1NC(c1ccc(Br)cc1)CC2C(F)(F)F (stereo unspecified)	0	2
